LMNA splice mod – modulators of lamin A splicing; Potency, µM (titrated, usually from 46.1 µM), without a hit: at the highest dose ratio change, negative = inhibition, most hits filed as inhibitors; HeLa LMNA splicing GFP/RFP minigene ratio, 48 h; AID 1487; hit rate 0.01% among 200,000; active = well fitted inhibition curve with a large enough effect in the signal ratio, with a control signal flat, not every such curve was filed as active; inconclusive = small, poorly fitted or top-dose-only effect, or effect the other way, or a change in a side signal; the % refers to the signal ratio
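S3 HeLa cells stably expressing lamin A-EGFP splicing minigene plus DsRed2, 600 cells/well, 48 h compound exposure at 37C. Laser-scanning cytometry; analysed as GFP (500-530 nm)/RFP (575-640 nm) total intensity ratio; 0.5% DMSO vehicle.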
IMPase Li cell – membrane-permeable IMPase blocker, potentiated with lithium. CHO-M1 cells, IP1 TR-FRET (IP-One), carbachol + lithium. Potency, µM (top dose mostly 59.4 µM), for the others: at the highest dose activity, negative = IMPase inhibition, actives largely listed as inhibitors. hit rate 0.35% among 210,000; active = well fitted inhibition curve with a large enough effect; inconclusive = small, poorly fitted or top-dose-only effect; inactive = no such curve, though single readings can be large or run the other way;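 also: IP1 builds up when IMPase is blocked and the TR-FRET signal falls; plate controls were basal vehicle for no effect and high inhibitor control for full effect; nearly all actives have a fitted effect of over 50% in size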
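Readout is a homogeneous TR-FRET IP1 immunoassay (Ex 320, Em 665 and 620), where raised cytosolic IP1 lowers signal. Cells were CHO-M1 treated 30 min at 37C with test compounds plus a little lithium; AC50 values came from Hill-equation fitting.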
* hit, by the source's call; ? = inconclusive; [ ] = dose if it differs, or a comment. Unless noted, % is scaled to controls: 0 for no effect and ±100 for the full control effect; potency is read from the fitted curve at half-maximal effect. Not all compounds are listed; the hit share may differ from the screen's.

No.	LMNA splice mod	IMPase Li cell	mol
1	?	8%	COc1ccc(CNc2ncncc2-c2ccccc2C(F)(F)F)c(OC)c1
2	?	12%	COc1ccc(CNc2cc(-c3cccc(C#N)c3)ncn2)c(OC)c1
3	-15%	5%	COc1ccc2[nH]cc(CCNc3ccnc(-c4c(C)noc4C)n3)c2c1
4	0%	10%	COc1cccc(-c2nccc(N(C)Cc3ccco3)n2)c1
5	-1%	-1%	CN(C)C(=O)c1ccc(-c2nc(N3CCOCC3)c3ccccc3n2)cc1
6	?	26%	COc1ccccc1CNc1cc(-c2ccccc2OC)ncn1
7	17%	-2%	CCNc1ncc2nc(-c3ccc(Cl)cc3)c(=O)n(C)c2n1
8	-8%	-16%	COc1ccc(-c2nc3cnc(N4CCOCC4)nc3n(-c3ccc(OC)cc3)c2=O)cc1
9	?	31%[activator]	CN1CCN(c2ncnc3ccc(-c4cccc(C#N)c4)cc23)CC1
10	2%	12%	COc1ccc(-c2nc3cnc(OC)nc3n(C)c2=O)cc1
11	1%	-5%	Cc1nc2cnc(Oc3cccc(Cl)c3)nc2n(C2CC2)c1=O
12	-9%	5%	COc1ccccc1CNc1cc(-c2cccnc2)ncn1
13	1%	-3%	COc1ccc(-n2c(=O)c(-c3ccc(F)cc3)nc3cnc(N4CCOCC4)nc32)cc1
14	?	5%	COCCn1c(=O)cnc2cnc(Nc3cccc(OC)c3)nc21
15	-5%	-4%	COc1ncc2nc(-c3ccccc3)c(=O)n(C3CC3)c2n1
16	4%	-12%	Cc1ccccc1-c1cc(N(C)C)ncn1
17	?	3%	Fc1ccc(Nc2ncnc3ccc(-c4ccoc4)cc23)cc1
18	?	-14%	CCNc1ncc2nc(-c3cccs3)c(=O)n(-c3ccccc3)c2n1
19	?	-10%	COc1ccc(CNc2nc(-c3ccc(N(C)C)cc3)nc3ccccc23)c(OC)c1
20	?	-2%	CC(=O)NCCNc1ncnc2ccc(-c3c(C)noc3C)cc12
21	-16%	45%[activator]	COc1ccc(CNc2ncncc2-c2ccccc2OC)c(OC)c1
22	-10%	3%	Cc1nc2cnc(Nc3ccccc3)nc2n(CCC#N)c1=O
23	?	-4%	CN(C)C(=O)c1ccc(-c2ccc3ncnc(N(C)C)c3c2)cc1
24	5%	-1%	CN1CCN(c2ncc3nc(-c4ccccc4)c(=O)n(C4CC4)c3n2)CC1
25	1%	-24%	COc1cccc(Cn2c(=O)c(-c3cc(F)cc(F)c3)nc3cnc(N(C)C)nc32)c1

Full records, looked up by structure. Order of screens: LMNA splice mod, IMPase Li cell
Record of CN1CCN(c2ncnc3ccc(-c4cccc(C#N)c4)cc23)CC1 → ?, 31%[activator]
Record of CN(C)C(=O)c1ccc(-c2ccc3ncnc(N(C)C)c3c2)cc1 → ?, -4%
Record of Cc1ccccc1-c1cc(N(C)C)ncn1 → 4%, -12%

Remaining list, next part.
No.	LMNA splice mod	IMPase Li cell	mol
26	?	13%	COCCNc1ncnc2ccc(-c3cccc(NS(C)(=O)=O)c3)cc12
27	-5%	-10%	CN1CCN(c2ccnc(-c3ccc(N(C)C)cc3)n2)CC1
28	-5%	9%	Cc1cnc(CNc2cc(-c3ccccc3C)ncn2)cn1
29	-6%	5%	Cc1cnc(CNc2ccnc(-c3cccnc3)n2)cn1
30	-10%	8%	CC(=O)NCCNc1nc(-c2ccc3c(c2)OCO3)nc2ccccc12
31	?	4%	CN(C)C(=O)c1ccc(-c2ccc3ncnc(NCc4ccccc4)c3c2)cc1
32	?	7%	c1ccc(Nc2nc(-c3cccnc3)nc3ccccc23)cc1
33	-2%	-1%	O=c1c(-c2ccc(F)cc2)nc2cnc(N3CCOCC3)nc2n1Cc1cccs1
34	0%	10%	N#Cc1cccc(-c2ccc3ncnc(N4CCNCC4)c3c2)c1
35	2.8µM*	10%	COc1ccc(CNc2ncnc3ccc(-c4c(C)noc4C)cc23)c(OC)c1
36	?	-1%	COc1cccc(-c2ccc3ncnc(NCCNC(C)=O)c3c2)c1
37	-9%	?	CCNc1ncc2nc(-c3ccc(F)cc3)c(=O)n(C[C@H]3CCCO3)c2n1
38	15%	14%	COc1ccccc1CCn1c(=O)c(-c2cccc(F)c2)nc2cncnc21
39	?	19%	N#Cc1cccc(-c2ccc3ncnc(NCc4ccccc4)c3c2)c1
40	-6%	3%	CN(C)c1ncc2nc(-c3ccccc3)c(=O)n(Cc3cccs3)c2n1
41	?	3%	COc1cccc(Cn2c(=O)c(-c3ccc(F)cc3)nc3cncnc32)c1
42	?	15%	Cc1noc(C)c1-c1nc(N(C)Cc2ccco2)c2ccccc2n1
43	?	19%	CS(=O)(=O)Nc1cccc(-c2ccc3ncnc(NC4CC4)c3c2)c1
44	-9%	-20%	CCNc1ncc2nc(C)c(=O)n(C[C@H]3CCCO3)c2n1
45	?	20%	Cc1ccccc1-c1ccc2ncnc(N(C)Cc3ccco3)c2c1
46	2%	-8%	CN1CCN(c2ncc3nc(-c4cc(F)cc(F)c4)c(=O)n(C)c3n2)CC1
47	?	6%	CN(C)c1ccc(-c2nccc(Nc3ccc(F)cc3)n2)cc1
48	?	-15%	CCNc1ncc2nc(-c3cccs3)c(=O)n(C[C@H]3CCCO3)c2n1
49	?	-10%	CCNc1ncc2nc(-c3ccccc3)c(=O)n(C[C@H]3CCCO3)c2n1
50	?	18%	COc1ccc(CNc2ccnc(-c3ccccc3Cl)n2)c(OC)c1

In the list so far, these have a carbonyl joined to an NH by a bond outside any ring:
No.	LMNA splice mod	IMPase Li cell	mol
20	?	-2%	CC(=O)NCCNc1ncnc2ccc(-c3c(C)noc3C)cc12
30	-10%	8%	CC(=O)NCCNc1nc(-c2ccc3c(c2)OCO3)nc2ccccc12
36	?	-1%	COc1cccc(-c2ccc3ncnc(NCCNC(C)=O)c3c2)c1

Entries listed above marked active in LMNA splice mod.
No.	LMNA splice mod	IMPase Li cell	mol
35	2.8µM*	10%	COc1ccc(CNc2ncnc3ccc(-c4c(C)noc4C)cc23)c(OC)c1

The results go on:
No.	LMNA splice mod	IMPase Li cell	mol
51	1%	-4%	Cc1cnc(CNc2ccnc(-c3ccccc3C(F)(F)F)n2)cn1
52	9%	15%	CN(C)Cc1ccccc1-c1cc(NCc2ccccc2)ncn1
53	-7%	8%	COc1cccc(Cn2c(=O)c(C)nc3cnc(N(C)C)nc32)c1
54	?	22%	COc1ccc2[nH]cc(CCNc3ncncc3-c3ccccc3C(F)(F)F)c2c1
55	?	-3%	COc1ccccc1CCn1c(=O)c(-c2cn(C)c3ccccc23)nc2cncnc21
56	3%	?	CCNc1ncc2nc(-c3ccccc3)c(=O)n(C)c2n1
57	?	22%	CN(C)c1ncnc2ccc(-c3cccc(C#N)c3)cc12
58	?	6%	Cn1cc(-c2nc3cnc(N4CCNCC4)nc3n(CCc3ccccc3)c2=O)c2ccccc21
59	?	3%	COc1ccccc1CNc1nc(-c2ccoc2)nc2ccccc12
60	?	7%	Clc1ccccc1-c1ccc2ncnc(N3CCNCC3)c2c1
61	16%	2%	COc1cccc(Cn2c(=O)c(-c3cccs3)nc3cnc(N(C)C)nc32)c1
62	4%	-5%	Cn1c(=O)cnc2cnc(OCc3ccccc3)nc21
63	-5%	4%	Cc1noc(C)c1-c1nc(NCc2cccs2)c2ccccc2n1
64	-4%	2%	Cc1ccccc1-c1cc(NCc2cccnc2)ncn1
65	2%	9%	c1cncc(-c2ccc3ncnc(NC4CCNCC4)c3c2)c1
66	8%	-11%	CN(C)c1ncc2nc(-c3ccccc3)c(=O)n(C)c2n1
67	2%	14%	Cc1noc(C)c1-c1cncnc1NCc1cccnc1
68	22%	15%	COc1cccc(Cn2c(=O)c(-c3cc(F)cc(F)c3)nc3cnc(N4CCN(C)CC4)nc32)c1
69	17%	-15%	CCNc1ncc2ncc(=O)n(C3CC3)c2n1
70	8%	-30%	COCCn1c(=O)c(-c2ccc(F)cc2)nc2cnc(N(C)C)nc21
71	16%	-5%	COCCn1c(=O)c(-c2cccc(F)c2)nc2cncnc21
72	7%	-3%	CS(=O)(=O)Nc1cccc(-c2nccc(NCc3cccs3)n2)c1
73	?	24%	Cc1cccc(CNc2nc(-c3ccc4c(c3)OCO4)nc3ccccc23)c1
74	?	13%	Cc1noc(C)c1-c1ccc2ncnc(N(C)C)c2c1
75	-19%	3%	CN(C)c1ncc2nc(CCc3ccccc3)c(=O)n(C3CC3)c2n1

Continued:
No.	LMNA splice mod	IMPase Li cell	mol
76	-5%	22%	Cc1ccccc1-c1cncnc1NCc1ccccc1
77	-14%	-2%	c1cncc(-c2cc(NCc3cccs3)ncn2)c1
78	-6%	6%	Cc1nc2cnc(N(C)C)nc2n(CCC#N)c1=O
79	-1%	10%	Clc1ccccc1-c1nc(NCCN2CCOCC2)c2ccccc2n1
80	11%	1%	COc1ccc(-n2c(=O)c(-c3ccc(F)cc3)nc3cncnc32)cc1
81	-7%	-12%	Cn1c(=O)c(-c2cccs2)nc2cnc(OCc3ccccc3)nc21
82	13%	13%	CN(Cc1ccco1)c1ccnc(-c2ccccc2C(F)(F)F)n1
83	6%	-2%	COc1ccc(-n2c(=O)c(-c3cc(F)cc(F)c3)nc3cncnc32)cc1
84	-7%	13%	Cc1nc2cnc(N3CCOCC3)nc2n(C2CC2)c1=O
85	12%	19%	COc1ncc2nc(-c3cn(C)c4ccccc34)c(=O)n(-c3ccccc3)c2n1
86	2%	3%	COc1cccc(Cn2c(=O)c(-c3ccc(Cl)cc3)nc3cnc(N4CCOCC4)nc32)c1
87	-6%	3%	N#Cc1cccc(-c2cc(NCc3cccnc3)ncn2)c1
88	0%	-8%	COc1ccc(-n2c(=O)c(-c3cccs3)nc3cncnc32)cc1
89	?	2µM*	CCNc1ncc2nc(-c3ccc(Cl)cc3)c(=O)n(Cc3ccc(F)cc3)c2n1
90	?	-4%	c1ccc(CNc2ncnc3ccc(-c4ccoc4)cc23)cc1

Four structures out of the list, ordered by count of non-hydrogen atoms, highest first:
No.	LMNA splice mod	IMPase Li cell	mol
50	?	18%	COc1ccc(CNc2ccnc(-c3ccccc3Cl)n2)c(OC)c1
76	-5%	22%	Cc1ccccc1-c1cncnc1NCc1ccccc1
74	?	13%	Cc1noc(C)c1-c1ccc2ncnc(N(C)C)c2c1
16	4%	-12%	Cc1ccccc1-c1cc(N(C)C)ncn1

Source: PubChem BioAssay
